Screening results deposited in PubChem by National Center for Advancing Translational Sciences (NCATS).
BLM helicase inh: qHTS Assay for Inhibitors of Bloom's syndrome helicase (BLM). recombinant BLM DNA unwinding, fluorescence dequenching. Potency, µM (doses to about 56.1 µM), for inactives: at the highest dose activity change, negative = inhibition, usual class: inhibitors. 350,000 tested, 0.2% active. AID 2528, 2010;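 further: potency means the concentration at half of the fitted maximal effect; plate controls were vehicle for no effect and no enzyme for full effect; nearly all actives have a fitted effect of over 35% in size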
POLK inh: qHTS for Inhibitors of Polymerase Kappa. DNA polymerase kappa (Homo sapiens), Q9UBT6. purified Pol kappa, fluorescent DNA synthesis assay, 10 min. Potency, µM (titrated, usually from 107 µM), for inactives: at the highest dose activity, negative = inhibition, hits mostly inhibitors. 400,000 tested, 0.53% active; further: potency means the concentration at half of the fitted maximal effect; on the % scale 0 is the no-effect control and ±100 the full control effect
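10 nM Pol kappa preincubated 15 min at room temperature with compounds, then reaction started with substrate at 50 nM final. Fluorescence read kinetically at 0 and 10 min; buffer-only wells served as negative control.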
APEX1 inh: qHTS Assay for Inhibitors of the Human Apurinic/apyrimidinic Endonuclease 1 (APE1). DNA repair nuclease/redox regulator APEX1 (Homo sapiens), P27695. recombinant APE1, TAMRA/BHQ-2 abasic DNA cleavage fluorescence. Potency, µM (titrated, usually from 65.8 µM), for inactives: at the top dose activity change, negative = inhibition, hits mostly inhibitors. 350,000 tested, 0.35% active;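 further: potency means the concentration at half of the fitted maximal effect; plate controls were vehicle for no effect and reference inhibitor for full effect; nearly all actives have a fitted effect of over 55% in size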
Target sequence (P27695 whole entry, looked up): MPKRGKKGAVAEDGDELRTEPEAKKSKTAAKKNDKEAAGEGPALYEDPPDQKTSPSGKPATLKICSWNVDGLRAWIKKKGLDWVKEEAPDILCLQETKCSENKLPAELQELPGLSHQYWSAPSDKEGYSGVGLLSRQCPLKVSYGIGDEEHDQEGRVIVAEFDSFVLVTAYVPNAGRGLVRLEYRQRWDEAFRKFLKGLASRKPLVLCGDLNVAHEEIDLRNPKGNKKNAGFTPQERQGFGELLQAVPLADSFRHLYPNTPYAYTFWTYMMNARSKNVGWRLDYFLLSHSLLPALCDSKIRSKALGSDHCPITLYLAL
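Kinetic fluorescence read (525 ex/598 em nm, three reads 60 s apart) of AP-site incision; signal = third minus first read. Enzyme 0.75 nM, dual-labelled THF duplex 50 nM, compound preincubation 15 min RT.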
Apoferritin bind: qHTS Assay for Identification of Novel General Anesthetics. Ferritin light chain (Equus caballus), P02791. apoferritin/1-aminoanthracene competitive binding, fluorescence. Potency, µM (top dose mostly 77.5 µM), inactives show top-dose activity change, negative = displacement, hits mostly inhibitors. 350,000 tested, 0.074% active; further: potency means the concentration at half of the fitted maximal effect; on the % scale 0 is the no-effect control and ±100 the full control effect; nearly all actives have a fitted effect of over 20% in size
Target sequence (P02791 2-175 limits assumed): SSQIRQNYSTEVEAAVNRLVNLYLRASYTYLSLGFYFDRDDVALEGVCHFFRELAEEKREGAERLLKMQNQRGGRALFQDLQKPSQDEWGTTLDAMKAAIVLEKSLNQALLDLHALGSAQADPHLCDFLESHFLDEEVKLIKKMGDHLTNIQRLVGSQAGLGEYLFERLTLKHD
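Read-out: endpoint 1-AMA fluorescence, excitation 380 nm and emission 535 nm, after compounds sit 10 min at room temperature with 10 uM horse-spleen apoferritin in 50% saturated 1-AMA/PBS. Values come from four-parameter Hill fits.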
RXFP1 antag: qHTS Assay for Antagonists of the Relaxin Receptor RXFP1. AID 1259400, 2018. HEK293-RXFP1, relaxin-stimulated cAMP HTRF, 30 min; hits give low values. 350,000 tested, 0.59% active. activity change, negative = inhibition, % at 57.5 µM;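 active means activity change of -60% or lower, but not beyond a set lower limit; inconclusive means change between -60% and -40%, or beyond the set limit; inactive means change above -40%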; further: on the % scale 0 is the no-effect control and ±100 the full control effect
PGK inhibitor: qHTS Assay to Find Inhibitors of Phosphoglycerate Kinase; PGK/GAPDH coupled, Kinase-Glo luminescence, 60 min; Potency, µM (series often up to 57.5 µM), for the others: at the top dose activity change, negative = inhibition, usual class: inhibitors; 380,000 tested, 0.043% active; AID 602233, 2012; further: potency means the concentration at half of the fitted maximal effect; on the % scale 0 is the no-effect control and ±100 the full control effect; nearly all actives have a fitted effect of over 60% in size
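Recombinant glycosomal PGK reaction used 1,3-bisphosphoglycerate generated in-well by GAPDH (100nM final) in 100mM TEA pH 7.6, 5mM MgCl2, 0.01% Tween-20. After 60 minutes at room temperature, ATP was read by Kinase-Glo Plus luminescence end-point.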
POLI inh: qHTS for Inhibitors of Polymerase Iota. Potency, µM (titrated, usually from 115 µM), for the others: at the top dose activity, negative = inhibition, actives largely listed as inhibitors. Pol iota fluorescent replication assay, 10 min. 390,000 tested, 1% active. AID 588590, 2011. DNA polymerase iota (Homo sapiens), Q9UNA4; further: potency means the concentration at half of the fitted maximal effect
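Pol iota at 10 nM preincubated 15 min with compounds at room temperature; reaction started with fluorescent substrate, 50 nM final. Fluorescence read kinetically at 0 and 10 min; buffer-only wells as negative control.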
POLH inh: qHTS for Inhibitors of Polymerase Eta; DNA polymerase eta (Homo sapiens), Q9Y253; recombinant Pol eta, fluorescent DNA replication assay; Potency, µM (series often up to 114 µM), without a hit: at the highest dose activity change, negative = inhibition, usual class: inhibitors; 390,000 tested, 1.2% active; further: potency means the concentration at half of the fitted maximal effect; on the % scale 0 is the no-effect control and ±100 the full control effect
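Pol eta (10 nM) was preincubated with compounds for 15 min at room temperature, after which fluorescent replication substrate (50 nM final) was added to start the reaction. Fluorescence was read kinetically at 0 and 10 min.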
POLB inh: qHTS Assay for Inhibitors of DNA Polymerase Beta. Pol beta primer extension/strand displacement, fluorescence kinetic. 340,000 tested, 1.3% active. P06746. Potency, µM (top dose mostly 114 µM), for the others: at the top dose activity change, negative = inhibition, actives largely listed as inhibitors; further: potency means the concentration at half of the fitted maximal effect; on the % scale 0 is the no-effect control and ±100 the full control effect
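Values derive from four-parameter Hill fits of normalized kinetic data: reads at 0 and 10 min following addition of 50 nM substrate to 10 nM Pol beta preincubated 15 min with compound.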
* marks the source's active call; other numbers are inactive results; i = inactive; ? = inconclusive; · = not tested or not shown; & = joins results of further samples; [ ] = remark or other dose. Unless noted, the call rests on the fitted dose curve; in most records, active means well fitted curve in the direction sought with a large enough effect; inconclusive means small, poorly fitted or top-dose-only effect, or another doubt; inactive means no such curve, though single readings can be large; an effect the other way counts as inactive or inconclusive.

cpd | structure | RXFP1 antag | POLI inh | POLB inh | Apoferritin bind | PGK inhibitor
1 | O=C(Cc1ccccc1)N/N=C/c1ccccn1 | 12 | 11% | · | · | i[11.5 µM]
2 | CC(C)(C#CC(O)(c1ccccc1)c1ccccc1)N1CCCC1 | -5 | ? | 0% | -16% | -3%
3 | COc1cccc(/C=N/n2c(SC)nnc2-c2ccccc2)c1OC | -7 | -9% | 18% | -18% | i
4 | CCOC(=O)c1nnn(-c2nonc2N)c1-c1ccc(Cl)cc1 | -1 | 10% | 4% | -18% | -5%
5 | CCN1CCN(c2c(Cl)cccc2NC(=O)c2ccco2)CC1 | 8 | -2% | -11% | 2% | -4%
6 | O=C(Nc1ccc(Cl)c(S(=O)(=O)Nc2ccccc2Cl)c1)c1cccs1 | -32 | 41%[activator] | -3% | -5% | -3%
7 | Cc1ccc(NC(=O)Cn2nc(C)c3ccccc3c2=O)c(C)c1 | 0 | 3% | 9% | -21% | 7%
8 | NC(=O)c1ccc(C(F)(F)F)n(Cc2cccc(Cl)c2)c1=O | 0 | 5% | 1% | ? | -6%
9 | CCn1c(=S)sc2c(=O)n(CC(=O)Nc3ccc(OC)c(Cl)c3)c(C)nc21 | -17 | -10% | 1% | -11% | -3%
10 | Cc1cc(-c2nnc(SCC(=O)Nc3ccc(C(F)(F)F)cc3)n2C)no1 | 0 | 35%[activator] | 8% | -1% | -11%
11 | CCOc1ccc(C(=O)OC(C)CN2CCCCC2)cc1 (stereo not given) | 13 | 22% | -5% | -5% | -4%
12 | CCOC(=O)c1csc(NC(=O)c2ccc(S(=O)(=O)N(CC)CC)cc2)n1 | -12 | 13% | 26% | 5% | 0%
13 | CCOC(=O)c1c2ccc(OCC(=O)N/N=C/c3ccc(C)cc3)cc2n2ccccc12 | 5 | 1% | -23% | 5% | 0%
14 | Cc1cc(NC(=O)CSc2nnc(COc3cccc(C)c3C)n2C)no1 | 10 | -8% | 38% | -9% | -2%
15 | COc1ccc(NC(=O)Cc2nnc(SCC(=O)Nc3cc(C)ccc3OC)n2C)cc1 | -8 | 19% | 33% | -11% | -11%

cpd | POLH inh | APEX1 inh | BLM helicase inh | POLK inh
1 | 1% | · | · | -1%
2 | -6% | -4% | -3% | -2%
3 | -13% | 13% | 2% | 1%
4 | -20% | -1% | 0% | -10%
5 | -3% | 8% | 23% | -6%
6 | -18% | -4% | -14% | -10%
7 | -5% | 1% | -23% | -10%
8 | -10% | -10% | 2% | 2%
9 | -10% | 12% | -1% | 1%
10 | -14% | 9% | -2% | -20%
11 | -16% | 27% | -3% | 0%
12 | -7% | -7% | -11% | -12%
13 | ? | -12% | -8% | -16%
14 | -7% | 5% | -4% | -19%
15 | -15% | 4% | 2% | -10%

3 compounds already listed, arranged by SMILES length, low to high.
cpd | structure | RXFP1 antag | POLI inh | POLB inh | Apoferritin bind | PGK inhibitor
8 | NC(=O)c1ccc(C(F)(F)F)n(Cc2cccc(Cl)c2)c1=O | 0 | 5% | 1% | ? | -6%
10 | Cc1cc(-c2nnc(SCC(=O)Nc3ccc(C(F)(F)F)cc3)n2C)no1 | 0 | 35%[activator] | 8% | -1% | -11%
15 | COc1ccc(NC(=O)Cc2nnc(SCC(=O)Nc3cc(C)ccc3OC)n2C)cc1 | -8 | 19% | 33% | -11% | -11%

cpd | POLH inh | APEX1 inh | BLM helicase inh | POLK inh
8 | -10% | -10% | 2% | 2%
10 | -14% | 9% | -2% | -20%
15 | -15% | 4% | 2% | -10%

Further structures.
cpd | structure | RXFP1 antag | POLI inh | POLB inh | Apoferritin bind | PGK inhibitor
16 | C/C(=N\NC(=O)c1cccnc1)c1ccc(-c2ccccc2)cc1 | 8 | 31%[activator] | 0% | -11% | -4%
17 | CCN(CC(=O)Nc1c(F)cccc1F)C(=O)c1ccc(Sc2nncn2C)c([N+](=O)[O-])c1 | 6 | 29% | · | · | -5%
18 | CC1(C)C/C(=C(/C#N)C(N)=O)CCO1 | 2 | -8% | 15% | -7% | -2%
19 | CCN(CC)S(=O)(=O)c1ccc(N2CCOCC2)c(NC(=O)c2ccc(N3CCCC3=O)cc2)c1 | 3 | 14% | · | · | 4%
20 | COc1ccc(NC(=O)C(=O)NCCc2ccccc2)cc1OC | · | -16% | ? | 0% | -2%
21 | Cc1[nH]n(C)c(=O)c1[N+](=O)[O-] | 3 | ? | 1% | 2% | 3%
22 | O=C(NCCSc1c[nH]c2ccccc12)c1c(F)cccc1F | -2 | 25% | 0% | -5% | 4%
23 | O=c1c2[nH]c3ccc(F)cc3c2ncn1C1CCCCC1 | -19 | -1% | 13% | -10% | -3%
24 | COCCCNC(=O)c1cc(=O)n(Cc2ccc(Cl)cc2)c2ccccc12 | -8 | 95%[activator] | -2% | ? | 16%
25 | Cc1ccc(NS(=O)(=O)c2ccc3c(c2)CC(=O)N3)cc1Cl | -28 | 4% | -1% | ? | -4%
26 | Cc1ccc(-c2nn(-c3ccc(F)cc3)cc2C(=O)NCCCN2CCCC2=O)cc1 | -15 | 16% | · | · | -7%
27 | O=S(=O)(CCNC1CC1)NC1CCCCC1 | · | 29% | · | · | 4%
28 | Nc1nn(-c2ccccc2)c(N)c1N=Nc1ccc2c(c1)OCO2 | -13 | 200%[activator] | -5% | -24% | 6%
29 | C[C@@H]1NC(=O)/C(=C\c2ccccc2Br)NC1=O | -4 | 194%[activator] | ? | -1% | -3%
30 | CCCCNC(=O)Nc1c(C)cc(SC#N)cc1C | -9 | ? | -1% | -2% | i

cpd | POLH inh | APEX1 inh | BLM helicase inh | POLK inh
16 | 11% | -5% | -3% | -6%
17 | -19% | 12% | · | 11%
18 | -1% | 4% | -4% | -14%
19 | -7% | 14% | · | -7%
20 | -11% | · | -5% | 0%
21 | 2% | 2% | -1% | -6%
22 | -15% | -3% | -6% | 4%
23 | -17% | -1% | 0% | 0%
24 | -22% | -1% | -3% | 9%
25 | -5% | -5% | -1% | -23%
26 | -7% | 11% | · | -4%
27 | -20% | · | · | 2%
28 | -18% | -5% | -16% | -15%
29 | -17% | -2% | -9% | -2%
30 | 0% | 3% | -2% | 2%[60.1 µM]

Following part.
cpd | structure | RXFP1 antag | POLI inh | POLB inh | Apoferritin bind | PGK inhibitor
31 | Cc1cccc(Nc2ccc(S(=O)(=O)N3CCOCC3)cc2[N+](=O)[O-])c1 | -5 | 9% | · | · | i
32 | Cc1ccccc1C(=O)NC1CCS(=O)(=O)C1 (stereo not given) | -3 | 17% | 3% | -5% | 6%
33 | N#Cc1c(NC(=O)CSc2nc3ccccc3s2)sc2c1CCCC2 | · | 3% | 22% | 3% | -5%
34 | CCN(CC)C(=O)c1nc[nH]c1C(=O)N1CCN(C(=O)OC(C)(C)C)CC1 | · | -12% | · | · | -6%
35 | Oc1ccccc1C1N=C(c2ccccc2)NC(c2ccccc2)=N1 | -5 | 24% | 10% | -17% | -4%
36 | O=C(CCNc1n[nH]c(=O)[nH]c1=O)N/N=C/c1ccc(Cl)cc1 | -7 | 12% | 29% | -2% | -7%
37 | Nc1nnc(CCCCc2cccs2)o1 | -2 | 3% | 19% | ? | -3%
38 | COc1ccc(C(=O)Nc2ccc(O)c3ccccc23)cc1OC | -6 | 277%[activator] | · | · | 5%
39 | CC(Sc1nnc(CN2CCCC2)n1Cc1ccccc1)C(=O)Nc1ccccc1 (stereo not given) | 1 | 21% | · | · | -8%
40 | CC(C)Nc1nc(NC(C)C)nc(N(C)n2cnnc2)n1 | -5 | 13% | -17% | -15% | i
41 | O=C(Cn1cnc(S(=O)(=O)N2CCCC2)c1)Nc1cccc(Br)c1 | 0 | -26%&7% | -3%&41% | -4%&-4% | 4%&5%
42 | COc1ccc(C2=NC(C(F)(F)F)(C(F)(F)F)c3c(n(C)c(=O)n(C)c3=O)N2)cc1 | -17 | -17% | 2% | 8% | i
43 | CC(=O)c1ccc(NC(=O)c2ccn[nH]2)cc1 | -7 | 12% | ? | 0% | ?
44 | COC(CN(C)C(=O)C1CCCN(S(=O)(=O)c2ccc3c(c2)oc(=O)n3C)C1)OC (stereo not given) | 16 | 19% | -1% | 5% | 5%
45 | C=CCn1cc(C(=O)NCC2CCCO2)c(=O)c2cc(S(=O)(=O)N3CCCCCC3)ccc21 (stereo not given) | -8 | 15% | 6% | ? | 23%
46 | CC(=O)Nc1ccc(NC(=O)c2cc(-n3cnnc3)ccc2Cl)cc1 | · | 40%[activator] | 25% | -8% | -3%
47 | CC/C(=N\NC(=S)Nc1cccc(C)c1)c1ccccc1 | 5 | 3% | 1% | ? | -6%

cpd | POLH inh | APEX1 inh | BLM helicase inh | POLK inh
31 | -10% | 18% | · | -27%
32 | -9% | 0% | -1% | -10%
33 | -2% | 17% | -3% | 8%
34 | -1% | 0% | · | 2%
35 | -12% | 2% | -8% | -8%
36 | -3% | -3% | -11% | 1%
37 | -4% | 16% | 0% | -2%
38 | -6% | · | · | -7%
39 | -8% | 2% | · | -5%
40 | -5% | -2% | -1% | -3%
41 | 5%&-14% | -10% | -11%&1% | -5%&14%
42 | -6% | 12% | -5% | -1%
43 | 10% | -3% | -2% | -15%
44 | 7% | -5% | 0% | -11%
45 | -12% | 8% | -2% | -4%
46 | -4% | 1% | -4% | 7%
47 | 0% | 9% | -5% | -18%

Copied from the list.
Reading for #14 in POLI inh: -8%
Reading for #45 in POLB inh: 6%
Reading for #8 in POLH inh: -10%
Reading for #47 in BLM helicase inh: -5%
Reading for #41 in POLK inh: -5%&14%

This is a subset, so the mix of outcomes need not match the whole.
